# All columns: NCI-60 one-dose screen, growth in % after 48 h at 10 µM unless noted; 100 = growth as untreated, 0 = no growth, -100 = all killed.
# COLO 205: COLO 205 colon cancer; actives 7.3% (n = 79,000)
# NCI/ADR-RES: NCI/ADR-RES ovarian cells; actives 4.4% (n = 81,000)
# NCI-H322M: NCI-H322M lung cancer; actives 2.7% (n = 80,000); AID 1794733
# HCT-15: HCT-15 colon cancer. actives 5.2% (n = 82,000). AID 1794746
# HT29: HT29 colon cancer; actives 7.4% (n = 81,000)
# HCT-116: HCT-116 colon cancer; actives 7.3% (n = 82,000); AID 1794798
# NCI-H460: NCI-H460 lung cancer. AID 1794736. actives 6.8% (n = 82,000)
# NCI-H522: NCI-H522 lung cancer; actives 8% (n = 78,000); AID 1794739
# NCI-H226: NCI-H226 lung cancer; AID 1794732; actives 3.5% (n = 79,000)
# The depositor's hits bear a star; / = no result given; & = joins results of further samples; [ ] = another dose, or the depositor's remark. How the source made its calls: active means growth percent below 10; inactive means the rest.
SMILES,COLO 205,NCI/ADR-RES,NCI-H322M,HCT-15,HT29,HCT-116,NCI-H460,NCI-H522,NCI-H226
COc1ccc(C(=O)NN/C=N\c2oc(-c3ccc(OC)cc3)cc2C#N)cc1,109,112,103,103,76,90,102,96,114
NN1c2nc3c(cnn3-c3ccccc3)c(=O)n2NC1c1ccc(Cl)cc1 (stereo not drawn),85,101,109,88,103,77,111,82,103
CCOc1ccc(NC(=O)CSc2nn3c(=O)c(C(C)(C)C)nnc3s2)cc1,116,100,117,103,113,103,118,80,91
CCCCCCCCCCCCNC(=S)N/N=C/c1cc(Cl)ccc1O,106,106,87,90,97,104,101,86,90
COc1ccc(C(OC(=O)c2ccc([N+](=O)[O-])cc2)c2ccccc2)cc1 (stereo not drawn),119,103,/,100,111,98,108,88,102
CCOc1ccc(C(=O)Nc2ncc(Cc3ccc(F)cc3)s2)cc1,-22*,18,55,15,-18*,13,7.1*,11,40
COc1ccc(O)c(/C(=C/C(=O)O)c2nc(-c3ccccc3)c(-c3ccccc3)[nH]2)c1,94,75,87,86,85,73,95,54,92
COc1ccc(/C=C(\Cc2nc3ccccc3[nH]2)C(=O)c2nc3ccccc3[nH]2)cc1,109,95,100,94,/,97,109,88,90
O=C(Nc1ccc(OS(=O)(=O)c2ccccc2)cc1)C1CCCCCCC1,64,81,102,43,25,76,92,77,95
CC(=O)c1ccc(Nc2nc(NCc3ccccc3)c3ccccc3n2)cc1,113,98,98,97,95,110,107,97,110
C/C(=N\NC(=O)Nc1c(Cl)cccc1Cl)c1cc2ccccc2oc1=O,118,101,97,95,107,102,108,94,86
CC(=O)N(O)CCCCCNC(=O)CCC(=O)N(O)CCCCCNC(=O)CCC(=O)N(O)CCCCCN(CCCCCCCCCC[P+](c1ccccc1)(c1ccccc1)c1ccccc1)CCCCCCCCCC[P+](c1ccccc1)(c1ccccc1)c1ccccc1,-43*,74,-29*,51,5.5*,3.8*,-12*,-19*,-6.0*
CCCCSc1nc(NC2CC2)c(C#N)c(-c2ccc(OC)cc2)n1,126,64,71,98,77,68,86,92,90
CC(C)OC(=O)c1ccc([N+](=O)[O-])cc1,123,104,111,107,102,110,109,105,106
NS(=O)(=O)c1ccc(CCn2c(SCC(=O)c3ccc(F)cc3)nc3ccccc3c2=O)cc1,104,96,101,97,101,108,107,95,104

# Another view of 2 compounds above.
# Under each structure: COLO 205 | NCI/ADR-RES | NCI-H322M | HCT-15 | HT29 | HCT-116 | NCI-H460 | NCI-H522 | NCI-H226
- CC(=O)N(O)CCCCCNC(=O)CCC(=O)N(O)CCCCCNC(=O)CCC(=O)N(O)CCCCCN(CCCCCCCCCC[P+](c1ccccc1)(c1ccccc1)c1ccccc1)CCCCCCCCCC[P+](c1ccccc1)(c1ccccc1)c1ccccc1
 : -43* | 74 | -29* | 51 | 5.5* | 3.8* | -12* | -19* | -6.0*
- CCCCCCCCCCCCNC(=S)N/N=C/c1cc(Cl)ccc1O
 : 106 | 106 | 87 | 90 | 97 | 104 | 101 | 86 | 90

# (listing goes on)
SMILES,COLO 205,NCI/ADR-RES,NCI-H322M,HCT-15,HT29,HCT-116,NCI-H460,NCI-H522,NCI-H226
O=c1[nH]c2ccccc2c(O)c1/C=N/C(=S)NCCc1ccccc1,111,99,99,106,115,91,107,92,108
Cc1ccc(NCN2C(=O)c3ccccc3C2=O)cc1Cl,113,97,/,101,107,104,/,89,105
Cn1cc(-c2noc(-c3cn(C)c4ncccc34)n2)c2cc(Cl)ccc21,92,90,91,93,83,94,88,7.7*,115
COc1cc(-c2nc(-c3ccccc3)[nH]c2-c2ccnc(NCCCNS(=O)(=O)c3ccccc3)n2)ccc1Cl,86,89,93,73,76,74,92,81,77
COc1cc(OC)c2oc(=O)c(-c3ccccc3)cc2c1,100,103,106,100,97,102,103,84,92
O=C(/C(Br)=C/c1ccccc1)c1ccccc1,-71*,-11*,107,-22*,-66*,-100*,85,/,110
C=CCOc1ccccc1/C=N/N=C1\SCC(=O)N1c1c(C)n(C)n(-c2ccccc2)c1=O,109,111,99,95,131,106,108,102,118
COc1cc(/C=N/NC(=O)c2ccc(S(C)(=O)=O)cc2)cc(OC)c1OC,85,111,104,107,105,91,107,95,92
CC(=O)NC1Oc2ccccc2-c2oc(=O)c(-c3ccccc3)cc21 (stereo not drawn),107,102,105,97,109,100,107,94,96
O=C1/C(=C/c2ccc(N3CCCC3)cc2)Cc2cc3c(cc21)OCO3,103,98,92,97,111,106,107,103,95
CCOC(=O)c1c(Nc2ccccc2)nn2c(N)c(C#N)c(-c3ccccc3)nc12,87,89,95,52,92,78,93,90,83
O=C(N/N=C/c1ccccc1O)Nc1nn[nH]n1,109,109,97,91,104,89,102,95,96
Cc1cc(=O)c2c(o1)C(=O)c1occc1C2=O,99,107,122,107,106,110,110,85,102
O=C(/C=C/c1ccc2c(c1)OCO2)c1ccccc1,98,58,96,77,65,30,73,76,91
Cc1ccc(-n2cnc3c(Nc4ccccn4)nc(Cl)nc32)c(C)c1,109,100,97,98,103,98,103,92,103
N#Cc1nnn2c1nc(N)c1c(Cl)cccc12,108,99,125,100,101,94,103,/,97
COc1cc(Nc2nc3ccccc3cc2C(=O)Nc2ccc(F)cc2)cc(OC)c1OC,81,40,95,39,68,42,45,60,76
CC(NCCc1ccc(O)cc1)C(O)c1ccc(O)cc1 (stereo not drawn),111,102,99,106,118,105,109,121,97
OC(Nc1ccccn1)(C(F)(F)F)C(F)(F)F,103,104,/,101,98,93,101,91,113
CCOC(=O)c1ccc(NC(=S)NC(=O)c2ccc(NC(C)=O)cc2)cc1,108,94,103,75,107,81,102,76,82
COc1cc(/C=N/C2=NNC(C)(c3ccccc3O)N2C(C)C(=O)O)ccc1O (stereo not drawn),93,88,83,82,94,87,90,75,75
CCC(C)(C)C(=O)O[C@H]1C[C@@H](C)C=C2C=C[C@H](C)[C@H](CC[C@@H]3CC=CC(=O)O3)[C@H]21,73,91,103,64,45,-5.9*,101,39,/
O=C(Nc1nc2ccccc2s1)c1ccc(-n2c(=O)[nH]c3ccccc3c2=O)cc1,102,99,106,100,104,90,109,81,96
COc1ccc(-c2cncn2-c2ccc(-c3nc4ccc(F)cc4s3)cc2)cc1N,105,124,99,96,97,90,109,106,97
C=CCN(C)C,121,106,114,113,113,105,108,94,97
OCCCc1n(Cc2ccc3ccccc3c2)c2ccccc2[n+]1Cc1ccc2ccccc2c1,-59*,90,50,86,6.5*,10,18,/,48
CSCC(C)C(N)C(=O)O (stereo not drawn),113,111,96,100,120,106,105,101,107
CC1(C)CC[C@]2(C(=O)N3CCOCC3)CC[C@]3(C)C(=CC[C@@H]4[C@@]5(C)CCC(=O)NC(C)(C)[C@@H]5CC[C@]43C)C2C1 (stereo partly drawn),104,97,93,90,96,94,97,86,85
CSc1ccc(C)cc1,119,108,119,103,146,102,110,/,109
Oc1ccc(-c2nccs2)cc1,110,104,97,115,/,103,114,/,/
CCCCCCCCCCCCCCCCCCNC(=S)/N=C/c1c(O)c2ccccc2[nH]c1=O,88,94,89,84,84,99,84,15,99
CC(=C(CCOP(=O)(O)O)SC(=O)c1ccccc1)N(C=O)Cc1cnc(C)nc1N,108,106,103,102,73,105,111,93,105
COc1ccc(C(=O)CSc2nc(-c3cnccn3)cc(-c3cccs3)c2C#N)cc1,103,65,91,102,102,93,71,/,84
O=NN(Cc1ccccc1)c1ccccc1,112,105,114,103,102,107,111,88,103
O=c1c(-c2nc3ccccc3[nH]2)cc2ccccc2n1Cc1cn(Cc2cccc(Oc3ccccc3)c2)nn1,119,80,92,94,104,88,88,77,/
CCCCCCOC(=O)N1CCCCC1CCCCC (stereo not drawn),98,119,108,95,98,93,105,88,87
COc1ccc(-c2nn3c(-c4cc(Cl)cc(Cl)c4Cl)nnc3s2)cc1,103,93,98,96,97,89,104,81,97
C#C[C@]1(O)CC[C@H]2[C@@H]3CC=C4c5sc(Nc6ccncc6)nc5CC[C@]4(C)[C@H]3CC[C@@]21C,-47*,33,32,-71*,-4.6*,3.7*,4.5*,-37*,-4.8*
O=C(CCCCl)NNc1nccc(Nc2ccc(S(=O)(=O)Nc3ccncc3)cc2)n1,111,100,102,103,102,97,109,100,104
CC(=O)c1cc(Cl)ccc1O,112,104,101,99,106,102,101,118,98
CC(=O)Nc1ccc(-c2cc3c(NCc4ccc(C)cc4)ncnc3s2)cc1,105,68,92,98,105,81,74,73,86
Cc1c(Cl)ccc2c1NC(=O)C21C2C(=O)N(c3ccccc3)C(=O)C2C2CN(C(=O)OCc3ccccc3)CCN21 (stereo not drawn),68,53,68,50,55,48,62,68,64
C/C(=C\c1ccc(OCC(=O)O)c2ccccc12)[N+](=O)[O-],116,101,125,103,/,100,114,78,117
O=C(Nc1cccc2cccnc12)c1cc(C(=O)c2ccc(Cl)cc2)n2c1ccc1c3ncccc3ccc12,104,96,94,102,98,17,91,93,88
Nc1c(C(=O)Nc2ccc(Br)cc2)sc2nc3c(cc12)C(=O)CCC3,113,99,88,108,99,105,105,93,96
O=c1cc(Cc2ccccc2)[nH]c(=S)[nH]1,111,106,136,99,113,112,100,/,100
Cc1cc(=O)oc2cc(OCCOc3ccc(/C=C/C(=O)Nc4cccc([N+](=O)[O-])c4)cc3)ccc12,123,106,104,86,109,104,107,102,98
Clc1cncc(Nc2ncnc3ccc(-c4cnc5[nH]ccc5c4)cc23)c1,81,81,72,85,81,82,71,57,82
Cn1cnc([N+](=O)[O-])c1Sc1ncnc2c1ncn2C1OC(CO)C(O)C1O (stereo not drawn),78,62,38,77,54,50,60,69,71
CCCCNS(=O)(=O)c1cccc(C(=O)Nc2ccccc2F)c1,115,100,109,93,104,105,105,94,96
O=C1/C(=C\c2cccc(OCCOc3ccc(Cl)cc3)c2)N=C2SCCCN12,84,68,93,56,75,69,94,53,79
COc1ccc(C(C)=O)cc1S(=O)(=O)Nc1c(N)ncnc1N,117,100,102,106,95,94,104,87,93
Cc1cc(C)c(Br)c(C)c1,/,/,109,101,105,100,105,94,95
CNC=O,98,59,98,99,93,96,101,95,102
OCC(O)CN1CCCCC1 (stereo not drawn),114,100,97,102,99,93,113,95,98
CCCCN1C(=O)/C(=c2\sc3n(c2=O)NC2C(N=3)N(CC)C(=O)N2CC)c2cc(C)ccc21 (stereo not drawn),105,72,89,84,110,83,90,88,88
CCCCc1c(C)[nH]c(=S)[nH]c1=O,104&93,111&107,113&114,104&99,102&110,105&106,109&113,86&94,109
COc1ccc(C2c3ccc4ccccc4c3Oc3nc[nH]c(=O)c32)cc1 (stereo not drawn),113,87,94,78,110,99,96,70,72
CN1CC[C@@H](c2c(O)cc(O)c3c(=O)cc(-c4ccccc4Cl)oc23)[C@@H]1CO,-65*,-3.1*,-1.7*,3.4*,-13*,3.5*,4.1*,-14*,7.7*
COc1cccc(/C=N/NC(=O)c2ccc3nc(-c4ccc(Cl)cc4)[nH]c3c2)c1O,-89*,51,-82*,4.8*,-80*,-90*,-84*,-83*,-86*
# Next part:
SMILES,COLO 205,NCI/ADR-RES,NCI-H322M,HCT-15,HT29,HCT-116,NCI-H460,NCI-H522,NCI-H226
CCCCN(CCCC)CC(O)Cc1ccc(OCC)cc1 (stereo not drawn),103,105,84,111,76,105,110,72,91
Nc1nc(C(=O)NNC(=O)Nc2ccc(Cl)cc2)nn1-c1ccc(S(N)(=O)=O)cc1,124,92,107,113,108,101,108,102,97
CN(C)c1ccc(/C=N\NC(=O)CCCCC(=O)N/N=C\c2ccc(N(C)C)cc2)cc1,109,105,104,103,97,99,99,93,100
CC(C)CC(NC(=O)C(Cc1ccccc1)NC(=O)C1CCCN1C(=O)OCc1ccccc1)C(=O)OC(C)(C)C (stereo not drawn),105,102,110,97,115,98,104,93,95
O=C1CCCCC1Nc1ccc2ccccc2c1 (stereo not drawn),88,84,100,35,66,51,46,/,88
O=C(CNc1nnc(-c2ccc(O)cc2)o1)N1c2ccccc2Sc2ccccc21,117,96,98,100,105,100,104,90,98
COc1cc(/C=C2\C=C(c3ccc(F)cc3)N(Cc3ccccc3)C2=O)cc(OC)c1OC,83,62,61,54,79,42,66,91,57
COC(=O)c1c2c(c(C)[n+]([O-])c1C)C(=O)C(NCCN1CCOCC1)=CC2=O,6.7*,92,73,69,27,28,55,88,103
C/C(=C/C=C(/C)C(=O)O)C(=O)O,101,95,103,99,107,98,109,102,/
CC1(C)SC2c3ccccc3C(=O)N2C1C(=O)O (stereo not drawn),118&103,111&96,111,103&101,104&105,102&111,99&98,90&90,97
CCN(CC)CC(=O)Nc1cc(NC(=O)CN(CC)CC)c(C)c(NC(=O)CN(CC)CC)c1,102,112,86,105,84,84,104,75,100
C[C@@H](O)/C=C/[C@H]1C(CO)=CC(=O)CC1(C)C,116,87,99,87,113,97,113,100,89
CN(C)c1cccc2c(S(=O)(=O)Nc3ccc4nc(N)oc4c3)cccc12,97[2.15 µM],95[2.15 µM],94[2.15 µM],103[2.15 µM],97[2.15 µM],75[2.15 µM],85[2.15 µM],68[2.15 µM],63[2.15 µM]

# Not a retest: an excerpt of the list.
SMILES,COLO 205,NCI/ADR-RES,NCI-H322M,HCT-15,HT29,HCT-116,NCI-H460,NCI-H522,NCI-H226
C/C(=C/C=C(/C)C(=O)O)C(=O)O,101,95,103,99,107,98,109,102,/
CC1(C)SC2c3ccccc3C(=O)N2C1C(=O)O (stereo not drawn),118&103,111&96,111,103&101,104&105,102&111,99&98,90&90,97
CCN(CC)CC(=O)Nc1cc(NC(=O)CN(CC)CC)c(C)c(NC(=O)CN(CC)CC)c1,102,112,86,105,84,84,104,75,100
C[C@@H](O)/C=C/[C@H]1C(CO)=CC(=O)CC1(C)C,116,87,99,87,113,97,113,100,89
CN(C)c1cccc2c(S(=O)(=O)Nc3ccc4nc(N)oc4c3)cccc12,97[2.15 µM],95[2.15 µM],94[2.15 µM],103[2.15 µM],97[2.15 µM],75[2.15 µM],85[2.15 µM],68[2.15 µM],63[2.15 µM]

# Source: PubChem BioAssay
